Screens: PubChem, several laboratories
APP 5'UTR act = APP 5'UTR luciferase reporter activation. SH-SY5Y APP 5'UTR luciferase reporter, luminescence; zero percent = DMSO vehicle wells. activation, % at 2 µM. 1% of 190,000 active;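 active = activation above a set limit, based on mean plus 3 SD of controls, cut at about 140% in these data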; note: values of inactives mirror those of a sister screen read the other way
NF-kB neuron act = raises NF-kB expression in human neuronal cells; NF-kB reporter expression; stronger effect = higher value; 1.6% of 190,000 active; fold change at 12.5 µM; in the data active = fold change above about 3.3
STAT3 act = increases IL-6 driven STAT3 reporter signal | activation (% of control), % at 5.6 µM | U3A cells, IL-6 STAT3-luciferase reporter, luminescence; 100% = signal with IL-6 EC80 alone | 0.91% of 190,000 active;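 active = activation above the screen-wide mean of compound activation plus 3 SD, cut at about 130% in these data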;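 note: 0% = background luminescence of wells with medium and substrate only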
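Material: human U3A cells carrying STAT3-luciferase construct. Measured by: reporter luminescence signal. Timing: compound 1 h, then IL-6 6 h at 37 °C.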
STAT1 activator = STAT1 signaling activation. NIH 3T3 STAT1-luciferase reporter, IFN-gamma, luminescence; 100% = IFN-gamma alone, no compound. activation (% of control), % at 5.5 µM. 2.6% of 200,000 active. AID 932;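 active = activation above the screen-wide mean activation plus 3 SD, cut at about 130% in these data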;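 note: raw ratio to IFN-gamma control signal so 100% means no change and 0% no light; values of inactives mirror those of a sister screen read the other way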
FLuc inh counter = Photinus pyralis luciferase inhibition counter-screen. P08659. ATPLite firefly luciferase biochemical luminescence, 10 min. inhibition, % at 10 µM. 1.5% of 200,000 active;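 active = inhibition above about 50% when tested at 10 µM, limit read from the data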
Target sequence (P08659 whole entry, looked up): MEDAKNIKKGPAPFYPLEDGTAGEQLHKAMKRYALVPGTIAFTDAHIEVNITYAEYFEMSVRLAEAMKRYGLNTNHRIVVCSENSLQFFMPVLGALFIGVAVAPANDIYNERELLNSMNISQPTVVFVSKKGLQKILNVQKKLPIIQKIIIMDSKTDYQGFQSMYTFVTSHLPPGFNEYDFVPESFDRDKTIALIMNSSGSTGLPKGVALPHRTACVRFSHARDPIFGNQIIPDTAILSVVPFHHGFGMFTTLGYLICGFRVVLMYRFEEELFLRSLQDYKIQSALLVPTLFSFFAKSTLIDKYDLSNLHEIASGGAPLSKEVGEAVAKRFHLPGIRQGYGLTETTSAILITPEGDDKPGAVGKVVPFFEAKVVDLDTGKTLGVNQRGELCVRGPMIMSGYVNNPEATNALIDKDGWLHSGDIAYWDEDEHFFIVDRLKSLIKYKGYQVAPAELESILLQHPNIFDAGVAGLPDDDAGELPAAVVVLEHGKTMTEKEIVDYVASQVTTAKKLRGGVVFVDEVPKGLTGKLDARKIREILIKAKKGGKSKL
APP 5UTR inh = APP translation inhibition. AID 1285. inhibition, % at 2 µM. SH-SY5Y APP 5'UTR-luciferase reporter, luminescence. 0.82% of 190,000 active;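 active = inhibition above a set limit, derived from the sample mean plus 3 SD, cut at about 45% in these data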; note: values of inactives mirror those of a sister screen read the other way
FLuc stim CS = firefly luciferase counter-screen for stimulation assays; ATPlite luciferase biochemical, luminescence, 10 min; 0 = ATP-free wells, 1 = DMSO control; P08659; 200,000 tested, under 10 active; activation factor at 10 µM;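 active = luciferase activation factor, scaled between plate controls, of at least 2 with compound at 10 µM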
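Assay system: Luciferase/luciferin detection reagent, cell-free biochemical luciferase assay / Read-out: luciferase activation / Benchmarks: No-ATP low control, compound-free enzyme-plus-ATP high control / Medium: PBS buffer for ATP / Detection: luminescence measurement of luciferase light output / Schedule: 10 min at ambient temperature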
STAT1 blocker = inhibitors of IFN-gamma induced STAT1 signaling | 0.35% of 200,000 active | NIH 3T3 STAT1-luciferase reporter, luminescence | inhibition, % at 5.5 µM;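 active = inhibition above a set limit, the mean inhibition across all tested compounds plus 3 SD, cut at about 34% in these data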;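 note: 0% = IFN-gamma with DMSO and 100% = IFN-gamma with 300 µM nifuroxazide; values of inactives mirror those of a sister screen read the other way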
ROMK primary = modulates human ROMK potassium channel activity; AID 1918; B-score at 10 µM; Tet-inducible ROMK, thallium flux fluorescence; actives lie on both sides; 2% of 130,000 active;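 active = signal ratio slope over the read window, or its plate-corrected B-score, at least 3 SD from the plate mean, either direction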;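 note: B-score of the F/F0 ratio slope over 7 to 12 s after thallium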
Target sequence (P48048 whole entry, looked up): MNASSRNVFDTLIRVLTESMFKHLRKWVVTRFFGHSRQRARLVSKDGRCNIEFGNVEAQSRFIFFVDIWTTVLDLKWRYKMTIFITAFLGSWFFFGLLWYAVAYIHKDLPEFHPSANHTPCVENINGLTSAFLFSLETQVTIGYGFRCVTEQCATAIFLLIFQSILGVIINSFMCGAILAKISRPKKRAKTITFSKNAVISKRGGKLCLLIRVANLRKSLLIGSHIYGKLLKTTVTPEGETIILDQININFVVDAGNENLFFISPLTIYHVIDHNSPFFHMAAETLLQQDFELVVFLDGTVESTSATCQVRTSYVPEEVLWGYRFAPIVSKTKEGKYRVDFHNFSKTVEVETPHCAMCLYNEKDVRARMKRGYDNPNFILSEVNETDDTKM
STAT3 inh = reduces IL-6 driven STAT3 reporter signal; U3A cells, IL-6 STAT3-luciferase reporter, luminescence; host cell line lacks STAT1; inhibition, % at 5.5 µM; 0.89% of 190,000 active;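 active = inhibition above the mean inhibition across all screened compounds plus 3 SD, cut at about 44% in these data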;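 note: 0% = DMSO only wells and 100% = 100 µM nifuroxazide control wells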
Numbers without * were called inactive; · = not tested or not shown. This is a random part of the collection, and some 7.1% of all compounds hit somewhere here.

The opening two entries, to show the layout:
SMILES	APP 5'UTR act	NF-kB neuron act	STAT3 act	STAT1 activator	FLuc inh counter	APP 5UTR inh	FLuc stim CS	STAT1 blocker	ROMK primary	STAT3 inh
O=C(Nn1cnnc1)c1cc2c(s1)CCCCC2	-8	1.3	101	104	36	8	0.6	-4	·	0
CC(C)C(=O)NC(NC(=S)Nc1ccc(S(N)(=O)=O)cc1)C(Cl)(Cl)Cl (configuration not stated)	36	1.1	102	103	-2	-36	1	-3	1.1	-5

This part in full, repeating the preview:
SMILES	APP 5'UTR act	NF-kB neuron act	STAT3 act	STAT1 activator	FLuc inh counter	APP 5UTR inh	FLuc stim CS	STAT1 blocker	ROMK primary	STAT3 inh
O=C(Nn1cnnc1)c1cc2c(s1)CCCCC2	-8	1.3	101	104	36	8	0.6	-4	·	0
CC(C)C(=O)NC(NC(=S)Nc1ccc(S(N)(=O)=O)cc1)C(Cl)(Cl)Cl (configuration not stated)	36	1.1	102	103	-2	-36	1	-3	1.1	-5
c1coc(-c2nc3ccccc3nc2-c2ccco2)c1	-9	1.3	108	90	3	9	1	9	·	-3
CC(=O)Nc1ccc([N+](=O)[O-])cn1	-5	1.4	99	101	-8	5	1.1	-1	·	3
CCOc1ccc(Br)cc1CNc1ccc2c(c1)OCCO2	5	1.2	87	93	-7	-5	1.1	5	-0.45	21
O=C(CCN1C(=O)C2C3C=CC(C3)C2C1=O)NCC1CCCO1 (configuration not stated)	19	0.86	100	99	-8	-20	1.1	1	0.0037	7
CCNc1nc(N2CCCC2)nc(N2CCCC2)n1	1	1.2	114	86	4	-1	1	16	0.0098	-14
COc1ccc(N2C(=O)CSC2c2ccccc2[N+](=O)[O-])cc1 (configuration not stated)	4	1.4	105	100	-3	-4	1	0	0.62	4
CCCC(c1nnnn1Cc1ccc(OC)cc1)N1CCC(C(N)=O)CC1 (configuration not stated)	0	1.2	107	89	-6	0	1.1	12	-0.62	-5
CC(=O)c1c(C)n(-c2ccccc2)c2ccc(OCC(O)CN3CCOCC3)cc12 (configuration not stated)	2	0.9	108	99	-6	-2	1.1	1	1	-6
COc1ccc(CCNC(=O)COC(=O)C2CCCCC2)cc1	4	1.1	108	107	-10	-4	1.1	-8	0.034	-7
COC(=O)c1cn(NC(=O)c2cccc(N(C)C)c2)c(=O)c2ccccc12	-1	0.87	93	100	-3	1	1	0	-0.57	12
Cc1cccc(N2CCN(C(=O)c3cc4c(=O)[nH]c5ccccc5c4n3C)CC2)c1C	10	·	89	105	·	-10	·	-6	·	15
Nc1nonc1-c1nc2ccccc2n1CC(=O)N/N=C/c1ccc(-c2cccc(C(=O)O)c2)o1	0	1.3	106	110	-2	0	1	-10	0.44	-5
Cc1ccc(S(=O)(=O)N2CCC(C(=O)Nc3nnc(C45CC6CC(CC(C6)C4)C5)s3)CC2)cc1	14	0.96	106	103	-7	-14	1.1	-4	0.36	-2
O=C(NC1CCCC1)C(c1ccccc1F)N(C(=O)c1ccco1)C1CCCC1 (configuration not stated)	9	0.75	102	100	-4	-9	1	1	·	5
CC(=O)c1c(N2CCN(C(=O)C3CCCO3)CC2)nc(=S)n(-c2ccccc2)c1C (configuration not stated)	-6	1.5	100	100	-18	6	1.2	0	·	3
CC(C(=O)O)n1cnc2sc3c(c2c1=O)CCCC3 (configuration not stated)	2	1.1	102	97	-2	-2	1	3	0.25	0
Cc1cc(=O)oc2cc(OCC(O)CN3CCc4ccccc4C3)ccc12 (configuration not stated)	3	0.66	92	101	-7	-3	1.1	-1	·	16
CC(Sc1nnc2ccccn12)C(=O)Nc1ccc2c(c1)OCCO2 (configuration not stated)	17	·	98	122	4	-17	1	-27	-0.58	7
CCN(CC)CCOC(=O)C1(c2ccc(OC)c(OC)c2)CCCC1	10	1	101	99	0	-10	1	1	-0.84	6
Cc1[nH]c(=O)[nH]c(=O)c1S(=O)(=O)N1CCCC(C(=O)N2CCC(Cc3ccccc3)CC2)C1 (configuration not stated)	24	1.1	103	107	-5	-24	1	-11	·	-4
Cn1cc(S(=O)(=O)Nc2cccc(F)c2)c(=O)n(C)c1=O	9	1.2	98	102	-4	-9	1	-2	·	11
CCOC(=O)C1=C(CN2CCc3ccccc32)NC(=O)NC1c1ccc(Cl)cc1 (configuration not stated)	1	0.42	99	99	3	-1	1	1	0.78	7
Cc1cc([N+](=O)[O-])nn1CCCC(=O)NCc1ccccc1	1	1.1	97	102	1	-1	1	-2	·	3
CCN1C(=O)CC(N2CCC(C(=O)N3CCOCC3)CC2)C1=O (configuration not stated)	-3	1.1	100	105	-3	3	1	-5	-0.027	4
CCN(CC)C(=O)CN(c1ccc(C)cc1)S(=O)(=O)c1ccc(SC)cc1	3	0.83	104	92	-10	-3	1.1	8	·	0
CCS(=O)(=O)c1ccc(O)c(NC(=O)COc2ccc(C)cc2)c1	20	1.2	92	89	2	-20	1	12	·	12
O=C1CC(C(=O)Nc2ccc(O)c(C(=O)O)c2)C(c2ccccc2)O1 (configuration not stated)	1	2.1	104	100	-11	0	1.1	-1	·	-1
Cc1cccc(C(=O)Oc2ccc(/C=N/NC(=O)Cc3ccc([N+](=O)[O-])cc3)cc2)c1	8	1.1	100	93	-5	-8	1	8	·	0
O=C(NCCCC(=O)N1CCOCC1)c1cccnc1	-2	1.1	105	103	-1	2	1	-3	0.55	1
COc1ccc(CC2(CO)CCN(S(=O)(=O)N(C)C)CC2)cc1	9	1.1	106	97	-3	-9	1	3	0.4	-1
O=C(OCC(=O)N1CCCc2ccccc21)C1CCN(S(=O)(=O)c2cccs2)CC1	-7	0.97	103	100	-3	7	1	0	-0.3	1
CC1=C(C#N)C(c2ccc3ncccc3c2)C(C#N)=C(C)N1	-6	1.3	101	97	-5	6	1.1	3	0.13	2
COC(=O)C(CCSC)NC(=O)C(NC(=O)C1CCC(C)CC1)C(C)C (configuration not stated)	8	1.2	105	104	-2	-8	1	-5	·	0
Cc1cc(C(=O)N/N=C/c2cc(Br)ccc2OC(=O)c2ccc(Br)cc2)n[nH]1	-32	1.5	98	102	-3	32	1	-2	·	4
Cn1c(=O)c(=O)n(C)c2cc(S(=O)(=O)N3CCN(C4CCCCC4)CC3)ccc21	-8	1.1	101	106	3	8	1	-6	·	3
CCn1c(SCC(=O)Nc2ccc3c(c2)OCCO3)nnc1-c1c[nH]c2ccccc12	16	0.83	·	107	5	-16	1	-9	·	·
CCc1ccc(/C=C2\SC(=S)N(CCCC(=O)Nc3nccs3)C2=O)cc1	-13	1.3	85	100	-4	13	1	0	·	17
COc1cc(-n2c(=O)c3ccccc3n(CC(=O)OCc3ccccc3)c2=O)cc(OC)c1OC	-10	1.5	98	99	-8	10	1.1	0	2.1	5
Cc1ccc(NS(=O)(=O)c2cccs2)cc1S(=O)(=O)N1CCCCCC1	14	1.1	101	94	-4	-14	1	5	-0.018	0
CC(C)CCn1nnnc1CN1CCN(c2ccccc2)CC1	12	1	101	105	0	-12	1	-6	-0.63	3
CCC(C)n1cnc2c(c1=O)c1nc3ccccc3nc1n2Cc1ccccc1OC (configuration not stated)	1	0.77	92	108	-3	-1	1	-9	0.044	16
Cc1ccc(C(NC(=O)/C=C\c2ccc3c(c2)OCO3)C(=O)Nc2ccc3c(c2)OCO3)cc1 (configuration not stated)	-9	1.3	96	104	-1	9	1	-4	-1.6	5
O=C1CCC(C(=O)OCc2ccccc2)N1 (configuration not stated)	3	0.94	104	98	-4	-3	1	3	0.3	2
CCOC(=O)c1cc(-c2ccccc2)sc1NC(=O)C(C)OC(=O)c1cccnc1OCC (configuration not stated)	7	1.2	91	92	-3	-7	1	9	·	15
COc1cc(CNn2nnnc2N)cc(Br)c1OCC(=O)NC(C)(C)C	-7	0.97	94	95	-6	7	1.1	6	·	11
CC1CCc2nn(CC(=O)Nc3c(F)cc(F)cc3Br)cc2C1 (configuration not stated)	-8	1.1	·	·	-2	8	1	·	·	·
CC(C)(C)NC(=O)NC(=O)COC(=O)Cc1ccc(Cl)cc1Cl	-15	0.99	107	103	4	15	1	-3	-0.2	-3
O=C1Cc2ccccc2N1c1ccccc1	96	1.2	103	110	-8	-58	1.1	-12	0.98	3
Cc1cc(=O)n(CC(=O)Nc2cc(Cl)ccc2C)c(C(C)C)n1	-8	1.5	95	95	-4	8	1	6	0.18	7
COCCN1C=C(C(=O)OC)C(c2ccccc2C(F)(F)F)C(C(=O)OC)=C1	2	0.98	97	98	-4	-2	1	2	·	7
COc1cc(NS(=O)(=O)c2ccc(NC(=O)COc3ccccc3Cl)cc2)nc(OC)n1	0	1.1	102	91	-3	0	1	9	0.5	-4
COc1cc(C(=O)O)cc(Br)c1OC1CCCC1	3	1.9	100	94	-9	-3	1.1	6	-0.41	3
COc1cc(-c2nnc(COC(=O)c3cc(C)nc4ccc(C)cc34)o2)cc(OC)c1OC	8	0.66	102	101	-4	-8	1	-1	-0.84	1
Cc1ccccc1CSCCNC(=O)c1ccc(Cl)c(S(=O)(=O)N2CCOCC2)c1	12	0.69	99	104	-6	-12	1.1	2	-2.7	4
CC(C)[C@H](NS(=O)(=O)c1ccccc1)C(=O)OCC(=O)Nc1ccc2c(c1)OCO2	-3	1.3	94	95	-8	3	1.1	5	·	10
Cc1cccc(C)c1NC(=O)CN(C)C(C)C(=O)Nc1ccccc1-c1ccccc1 (configuration not stated)	11	1.1	103	98	-3	-11	1	1	-0.48	4
O=c1cc(-c2ccc3c(c2)OCO3)oc2ccccc12	90	2.2	99	119	37	-90	0.6	-22	·	7
O=C(/C=C/c1ccc(Cl)cc1Cl)Nc1ccc(CN2CCOCC2)cc1	10	0.94	68	99	11	-10	0.9	1	·	34
(next part)
SMILES	APP 5'UTR act	NF-kB neuron act	STAT3 act	STAT1 activator	FLuc inh counter	APP 5UTR inh	FLuc stim CS	STAT1 blocker	ROMK primary	STAT3 inh
Cc1c(C(=O)NCc2ccco2)sc2nc(-c3ccccc3)cn12	26	1.6	94	117	9	-26	0.9	-17	·	8
Cc1sc2nc(SCC(=O)NCc3ccco3)n(C)c(=O)c2c1C	-5	1	85	87	-5	5	1	14	·	28
COC(=O)[C@@H](NC(=O)NCc1cccs1)C(C)C	2	1.2	102	97	-3	-2	1	4	-0.068	6
COC(=O)C(=Nc1ccccc1)/C(C(=O)C(=O)N(C)c1ccccc1)=C(\O)c1ccc(Cl)cc1	9	0.95	103	105	-4	-9	1	-6	0.19	2
COc1cc(C(=O)NCCCc2nc3ccccc3n2Cc2cc(C)ccc2C)cc(OC)c1OC	4	1.1	100	102	-6	-4	1.1	-2	-0.41	0
Cc1c(C(=O)N/N=C/c2ccc(Cl)cc2)[nH]c2ccc(Cl)cc12	-93	1.2	121	112	-14	93*	1.1	-11	0.54	-29
c1ccc(Cc2nc3ccccc3o2)cc1	6	1.8	110	106	2	-6	1	-7	0.15	-5

Reprinted at random: 4 entries already listed, in no set order.
SMILES	APP 5'UTR act	NF-kB neuron act	STAT3 act	STAT1 activator	FLuc inh counter	APP 5UTR inh	FLuc stim CS	STAT1 blocker	ROMK primary	STAT3 inh
COC(=O)[C@@H](NC(=O)NCc1cccs1)C(C)C	2	1.2	102	97	-3	-2	1	4	-0.068	6
Cc1c(C(=O)N/N=C/c2ccc(Cl)cc2)[nH]c2ccc(Cl)cc12	-93	1.2	121	112	-14	93*	1.1	-11	0.54	-29
c1ccc(Cc2nc3ccccc3o2)cc1	6	1.8	110	106	2	-6	1	-7	0.15	-5
COC(=O)C(=Nc1ccccc1)/C(C(=O)C(=O)N(C)c1ccccc1)=C(\O)c1ccc(Cl)cc1	9	0.95	103	105	-4	-9	1	-6	0.19	2
